Screening data deposited in PubChem by National Center for Advancing Translational Sciences (NCATS).
IMPase cell inh = cell-permeable inhibitors of inositol monophosphatase (IMPase); CHO-M1 cells, IP1 accumulation, HTRF TR-FRET ratio; 120,000 tested, under 10 active; AID 901; inhibition (IP1 accumulation), % at 46.1 µM; active = well fitted curve in the direction sought with a large enough effect in the signal ratio, not every such curve was filed as active; inconclusive = small, poorly fitted or top-dose-only effect, or a change in a side signal; inactive = no such curve, though single readings can be large or run the other way; the % refers to the signal ratio;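 note: cells stimulated with carbachol in lithium chloride buffer; plate controls were DMSO basal wells for no effect and reference inhibitor wells for full effect; higher means more IMPase inhibition seen as more IP1 and lower FRET ratio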
Target sequence (P97697 whole entry, looked up): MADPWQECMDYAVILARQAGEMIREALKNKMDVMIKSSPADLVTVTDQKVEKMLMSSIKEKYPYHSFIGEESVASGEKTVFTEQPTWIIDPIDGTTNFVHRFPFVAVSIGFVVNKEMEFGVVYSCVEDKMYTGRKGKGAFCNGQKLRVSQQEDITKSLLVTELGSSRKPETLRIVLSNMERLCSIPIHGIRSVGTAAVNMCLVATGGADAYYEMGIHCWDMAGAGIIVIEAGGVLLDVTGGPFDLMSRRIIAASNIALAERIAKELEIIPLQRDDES
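Elevated IP1 in lysates lowers TR-FRET signal (665/620 ratio and 620 channel reported). Cells were CHO-M1, given carbachol (50 uM as added) plus 50mM LiCl, pH 7.4, 30 min, 37C; compounds titrated up to 46 uM; AC50 by Hill equation.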
PNC assembly inh = perinucleolar compartment assembly inhibition; AID 2417; 140,000 compounds, 3.1% hits; PC3M PTB-GFP, PNC prevalence imaging, 16 h; active compounds read low; activity change (PNC), negative = inhibition, % at 10 µM;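 active = readout at or below -70, meaning at least 70% loss of cells showing the perinucleolar compartment, a nuclear body marking cancer cells; inconclusive = readout between -30 and a set limit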;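 note: plate controls were DMSO wells for no effect and camptothecin positive control wells for full effect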
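PC3M cells stably expressing PTB-GFP, 750–1000 cells/well, treated 16 h at 37 °C with compound (23 nl of library stock), in duplicate. After paraformaldehyde fixation and Hoechst stain, imaged at 20x; PNC prevalence scored by image analysis.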
15-hLO-2 inh = blocks human 15-lipoxygenase 2 activity; 110,000 compounds, 0.56% hits; Potency, µM (doses to about 57.1 µM), without a hit: at the top dose activity change, negative = inhibition, actives largely listed as inhibitors; purified 15hLO-2, xylenol orange hydroperoxide absorbance; O15296; AID 881; note: potency is the fitted concentration of half-maximal effect; nearly all actives have a fitted effect of over 60% in size; many of its hits are not listed in these tables
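Read-out: hydroperoxide product oxidises ferrous iron, measured as xylenol orange complex via the 573-to-405 nm absorbance ratio after 30 min. Reaction: 50 nM enzyme, 15 min compound preincubation, 45 uM arachidonic acid, 90 min RT, Hepes pH 7.5 with Triton X-100.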
ALOX12 inhib = blocks human 12-lipoxygenase activity; P18054; 150,000 compounds, 0.12% hits; purified 12-hLO, xylenol orange hydroperoxide absorbance; Potency, µM (highest dose often 57.1 µM), for the others: at the top dose activity change, negative = inhibition, actives largely listed as inhibitors; AID 1452; note: potency is the fitted concentration of half-maximal effect; nearly all actives have a fitted effect of over 55% in size; many of its hits are not listed in these tables
Target sequence (P18054 whole entry, looked up): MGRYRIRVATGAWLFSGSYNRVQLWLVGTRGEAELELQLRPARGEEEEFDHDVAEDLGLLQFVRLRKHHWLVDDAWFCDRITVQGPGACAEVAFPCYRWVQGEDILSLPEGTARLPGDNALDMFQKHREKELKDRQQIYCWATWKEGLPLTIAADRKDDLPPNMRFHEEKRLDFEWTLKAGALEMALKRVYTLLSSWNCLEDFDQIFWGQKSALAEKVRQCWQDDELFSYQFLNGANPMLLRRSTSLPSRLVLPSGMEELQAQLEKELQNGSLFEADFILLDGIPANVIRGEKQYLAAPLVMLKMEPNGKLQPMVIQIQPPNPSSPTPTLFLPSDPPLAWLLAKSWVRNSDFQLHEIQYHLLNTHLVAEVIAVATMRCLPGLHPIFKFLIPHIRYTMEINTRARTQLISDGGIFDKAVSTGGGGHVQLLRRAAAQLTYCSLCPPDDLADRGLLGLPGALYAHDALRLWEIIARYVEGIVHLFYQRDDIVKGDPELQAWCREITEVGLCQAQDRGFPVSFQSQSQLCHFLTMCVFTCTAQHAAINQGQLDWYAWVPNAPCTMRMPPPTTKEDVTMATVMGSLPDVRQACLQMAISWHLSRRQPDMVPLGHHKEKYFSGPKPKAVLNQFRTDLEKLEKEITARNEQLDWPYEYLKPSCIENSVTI
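Purified human 12hLO (150 nM final) was preincubated with compounds for 15 min at room temperature in 25 mM Hepes pH 7.0, 0.01% Triton X-100, then reacted with 40 uM arachidonic acid for 30 min. Hydroperoxide was detected with ferrous iron/xylenol orange.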
* marks the source's active call; other numbers are inactive results; ? = inconclusive; . = not tested or not shown; [ ] = another dose, or the depositor's remark. Unless noted, calls come from the whole dose curve; as a rule, active = well fitted curve in the direction sought with a large enough effect; inconclusive = small, poorly fitted or top-dose-only effect, or another doubt; inactive = no such curve, though single readings can be large; an effect the other way counts as inactive or inconclusive. Unless noted, % is set by controls: 0 for no effect and ±100 for the full control effect. An excerpt; count on the stated rates, not on these rows.

SMILES	IMPase cell inh	PNC assembly inh	15-hLO-2 inh	ALOX12 inhib
Cc1cccc(NC(=O)CSc2nnc([C@@H](N)Cc3ccccc3)o2)c1C	8	4	2%	-2%
Cc1nc2sc(C(c3cccc(F)c3)N3CCC(O)CC3)c(O)n2n1 (stereo not drawn)	3	-5	10%	-1%
CC1=CC(=C2C(=O)c3ccccc3C2=O)C=C(C)O1	4	45	0%	-10%
COC(=O)[C@@H](N)CS	.	14	.	-3%
CC1CCc2c(sc(N)c2C(N)=O)C1 (stereo not drawn)	-7	8	?	-6%
COc1ccc(S(=O)(=O)N(CC(=O)Nc2ccc(S(=O)(=O)N3CCOCC3)cc2)Cc2ccc(F)cc2)cc1	.	-15	.	-3%
O=C(Nc1ccn(Cc2ccc(Cl)cc2)n1)c1ccc2c(c1)OCO2	-2	-82*	2%	-22%
COC(=O)CS(=O)(=O)c1ccc2c(c1)CC(=O)N2	14[1.84 µM]	0	4%[11.4 µM]	-1%
CC(CCc1ccccc1)NC(=O)C(Cc1ccccc1)NS(=O)(=O)c1cccs1 (stereo not drawn)	?	-11	-10%	-5%
N#Cc1cccc(-c2nc(N3CCNCC3)c3ccccc3n2)c1	.	.	41%[activator]	3%
C/C(N)=C(/C#N)C(=O)COC(=O)c1cccc2ccccc12	.	31	.	-5%
COc1cc(C(=O)n2nc(C)cc2C)ccc1O	6	?	-1%	-3%
CNC(=O)CC(C(=O)O)c1ccc(OC(C)C)cc1 (stereo not drawn)	-11	8	5%	1%
O=C(Nc1ccc2nn(-c3ccccc3)nc2c1)c1cccs1	10	?	-6%	5%
Cc1cc(Oc2ccccc2)nc(NCc2ccccc2)n1	2	7	18%	2%
CCOc1cc(C2C(C#N)=C(N)OC(C)=C2C(C)=O)c(Br)c(Br)c1OC(C)C (stereo not drawn)	7	?	.	-17%
O=S1(=O)N=C2CCCCCN2C(c2ccncc2)N1 (stereo not drawn)	3	?	4%	1%
COc1ccc(NC(=O)CSc2nncn2C)c([N+](=O)[O-])c1	2	22	6%	0%
COc1ccccc1NC(=O)c1cc(S(=O)(=O)N2CCC3(CC2)OCCO3)ccc1F	3	7	2%	-4%
O=C1N/C(=C\c2ccc(O)cc2)C(=O)c2ccccc21	5	32	-22%	-26%

Compound profiles (already shown).
Shown for CC1CCc2c(sc(N)c2C(N)=O)C1 (stereo not drawn) : IMPase cell inh = -7; PNC assembly inh = 8; 15-hLO-2 inh = ?; ALOX12 inhib = -6%
Shown for Cc1nc2sc(C(c3cccc(F)c3)N3CCC(O)CC3)c(O)n2n1 (stereo not drawn) : IMPase cell inh = 3; PNC assembly inh = -5; 15-hLO-2 inh = 10%; ALOX12 inhib = -1%

(next part)
SMILES	IMPase cell inh	PNC assembly inh	15-hLO-2 inh	ALOX12 inhib
O=C(Cn1nnc(-c2cccs2)n1)NCCc1ccccc1	5	23	.	-1%
O=C(Nc1nc(-c2ccccc2)cs1)c1ccccc1NS(=O)(=O)c1ccc(F)cc1	.	0	.	-6%
COC(=O)c1ccc(S(=O)(=O)N2CCC(c3nc4ccccc4o3)CC2)cc1	-1	30	2%	8%
N#CC(C(=O)CCN1C(=O)C2CC=CCC2C1=O)c1nc2ccccc2[nH]1 (stereo not drawn)	2	22	-2%	-2%
CCOc1ccc2nc(SC3CC(=O)N(c4ccc(OC)cc4)C3=O)sc2c1 (stereo not drawn)	-2	51	-3%	5%
CCn1c(SCC(=O)c2[nH]c(C)c(C(C)=O)c2C)nnc1-c1ccccc1	-10	?	-8%	1%
Nc1ccc(C(=O)OCC(=O)N2c3ccccc3Sc3ccccc32)cc1[N+](=O)[O-]	.	?	.	1%
Cc1cc(C)n(-c2ccc(C(=O)NC3=NCCS3)cc2)n1	2	-14	7%	-3%
CCN1CCN(c2nc(SC)nc3sc4c(c23)CC(C)(C)OC4)CC1	-3	43	34%[activator]	3%
CCCCOc1ccc(Cl)cc1CSc1nnc(CC)n1N	12	14	9%[2.29 µM]	4%
CC(=O)OCC1CCCC2=C(C)C(=O)CCC21COC(C)=O (stereo not drawn)	.	-109*	.	-1%
Cc1cccc2cc(C3CC(c4ccco4)=NN3S(=O)(=O)c3ccccc3)c(Cl)nc12 (stereo not drawn)	.	-91*	.	-2%
CCNC(=O)C/C(C)=N/NC(=O)C12CC3CC(CC(C3)C1)C2	5	-7	1%	3%
CCOC(=O)C(Cc1ccccc1)(NC(C)=O)C(=O)OCC	1	17	-8%	0%
C/C(CCc1ccccc1)=N\NC(=O)CC(=O)NCCc1ccccc1	.	49	.	-12%
CN(C)c1ccc(N2C(=O)CC(Sc3ccccc3C(=O)O)C2=O)cc1 (stereo not drawn)	.	15	.	-3%
CC12CCC(c3nnc(SCc4ccc(Cl)cc4)nc31)C2(C)C (stereo not drawn)	-6	1	.	-2%
COc1ccc(NC(=S)N2CCC(c3nc4ccc(Cl)cc4[nH]3)CC2)c(OC)c1	17	92	9%	1%
CCC(=O)Nc1nc(-c2ccc3c(c2)OCCO3)cs1	-4	-9	1%	-2%
CCSC1(SCC)N=C(N)C2(C#N)C(c3ccc(F)cc3)C12C#N (stereo not drawn)	5	4	-5%	-13%

Among those listed so far, these have a COOH group.
SMILES	IMPase cell inh	PNC assembly inh	15-hLO-2 inh	ALOX12 inhib
CNC(=O)CC(C(=O)O)c1ccc(OC(C)C)cc1 (stereo not drawn)	-11	8	5%	1%
CN(C)c1ccc(N2C(=O)CC(Sc3ccccc3C(=O)O)C2=O)cc1 (stereo not drawn)	.	15	.	-3%

(listing goes on)
SMILES	IMPase cell inh	PNC assembly inh	15-hLO-2 inh	ALOX12 inhib
CC(NC(=S)Nc1ccccc1OC(F)F)C(C)(C)C (stereo not drawn)	12	-27	.	?
CN(C)Cc1cc(CN(C)C)c(O)c(CCc2ccccc2)n1	-11	76	19%	11%
O=C(N/N=C/c1ccc(O)cc1)c1cccc(C(F)(F)F)c1	.	1	.	-3%
Nc1c(N2CCCCC2)c(=O)[nH]c(=O)n1-c1ccccc1	5	-84*	4%	6%
CCC(=O)Nc1cccc(NC(=O)c2ccc3c(c2)OCO3)c1	-8[1.84 µM]	3	-5%[11.4 µM]	1%
CCN1CCN(C(=O)CN(C)S(=O)(=O)c2ccc(OC)cc2)CC1	2	?	-3%	-2%
COc1ccc(C)cc1Nc1nc(-c2c(C)[nH]c3ccccc23)cs1	.	38	.	-6%
Cc1cccc(-n2c(CCN3C(=O)c4ccccc4C3=O)nc3ccccc3c2=O)n1	0	10	2%	1%
Cc1nn(Cc2ccccc2)c(Cl)c1C(=O)NC(C)(C)C	.	-16	.	-1%
O=C(NCCN=C1NS(=O)(=O)c2ccccc21)c1ccc(S(=O)(=O)N2CCOCC2)cc1	9	-6	0%	2%
CN1CCCc2cc(C=O)ccc21	-5	-13	.	-8%
Cc1ccc(C(=O)NCCN(C)C)cc1C	-2	2	4%	4%
CCOC(=O)/C=c1\s/c(=C\c2ccccc2OC)c(=O)n1CC(=O)N1CCOCC1	-4	41	-11%	-15%
Cc1nn(-c2ccccc2)c(N2CCCC2)c1/C=C1\N=C(c2ccccc2)OC1=O	.	-17	.	-1%
COc1ccc(CCC(=O)Nc2cccc(S(=O)(=O)N(C)C)c2)cc1OC	.	37	.	1%
O=C(CCCC(=O)OCC(Cl)=C(Cl)Cl)Nc1cccc2ccccc12	-8	14	.	2%
Cc1cc(C)n2nc(Nc3ccccc3)cc2n1	0	?	-6%	1%
Oc1c(Br)cc(Br)c2cccnc12	.	.	5%	-26%
CSc1cccc(NC(=O)C2CCCN(S(=O)(=O)c3ccc(F)cc3)C2)c1 (stereo not drawn)	6	?	14%	-2%
CCOC(=O)c1[nH]nc2c1C(=O)N(CC)C2=O	-9	-5	-6%	-5%
O=C(O)c1sccc1S(=O)(=O)Nc1ccccc1N1CCCCC1	.	.	-2%	2%
O=C(CSc1nnc(COc2ccccc2)o1)NCCc1ccccc1	1	18	-5%	-5%
CC[C@]12CCCN3CCc4c(n(c5ccccc45)C(=O)C1)[C@H]32	0	.	3%	-1%
Cc1ccccc1NCC(=O)N/N=C/c1ccc([N+](=O)[O-])cc1	.	57	.	-5%
NCCC[C@H](N)CC(=O)N[C@H]1CNC(=O)[C@@H]([C@@H]2C[C@H](O)N=C(N)N2)NC(=O)/C(=C/NC(N)=O)NC(=O)[C@@H](CO)NC(=O)[C@@H](CO)NC1=O	-2[20.6 µM]	.	10%[25.6 µM]	1%[25.6 µM]
O=C(NCCN1C(=O)C2C3C=CC(C3)C2C1=O)Nc1ccccn1 (stereo not drawn)	1	20	6%	-4%
COc1ccc(CCNC(=O)C(C)Sc2ccc(C)cc2)cc1OC (stereo not drawn)	.	12	.	-4%
CC(C)(C)NCCOc1ccc(Br)cc1	6	-11	-7%	-8%
COC(=O)c1cc2cc(NS(=O)(=O)c3ccc(C)cc3)ccc2s1	-8	-100*	.	-19%
CCC(=O)NC(=S)Nc1ccc(NC(=O)c2ccc(C)c([N+](=O)[O-])c2)cc1	.	?	.	-2%
CCOc1ccccc1NC(=O)CSc1nc2cccnc2n1C	12	?	6%	-4%
O=C(CN1CCC(n2nnc3cc(F)ccc32)CC1)Nc1ccc2c(c1)CCC2	6	?	21%	-2%
N#Cc1ccc(NC(=O)COC(=O)C2Cc3ccccc3CN2C(=O)c2ccccc2)cc1 (stereo not drawn)	.	-98*	.	-1%
COc1cccc(=O)c2c(C)n(C)c(C)c12	2	?	-12%	-14%
COc1ccc(NC(=S)Nc2ccc(N)c([N+](=O)[O-])c2)cc1	6	-21	-24%	-3%
CCOc1ccc(NC(=O)[C@@H](NC(=O)c2ccccc2Br)C(C)C)cc1	3	-17	-8%	0%
CC(=C/c1ccccc1)/C=N/NC(=O)c1cnccn1	-7	-12	5%	5%
O=C(CSc1nnc(-c2ccco2)n1-c1ccccc1)NCc1ccco1	3	18	-7%	5%
NC(=O)C1CCN(C(c2ccccc2Cl)c2nnnn2Cc2ccc3c(c2)OCO3)CC1 (stereo not drawn)	-12	-5	2%	-8%
CCOC(=O)c1c(C)c(C(=O)NCc2cccs2)c(C)n1C	3	-2	8%	-1%
COc1ccc2c(c1)C(C1C(=O)CCCC1=O)c1ccccc1O2 (stereo not drawn)	-1	29	?	-3%
CCN(Cc1ccccc1)C(=O)COC(=O)c1n[nH]c2ccccc12	0	-26	-1%	-2%
COc1ccc(C2N(S(=O)(=O)c3ccccc3)CCN2S(=O)(=O)c2ccc(C)cc2)cc1 (stereo not drawn)	9	-26	-3%	-11%
CCN(CC(=O)O)S(=O)(=O)c1cc(Cl)ccc1Cl	4	9	-2%	0%
O=C(COc1ncnc2c(Cl)cc(Cl)cc12)NC1CCCCCC1	9	-29	-9%	3%
COc1ccc(NC2CC(=O)NC2=O)cc1 (stereo not drawn)	-8	12	-15%	-2%
Cc1c(C)c(C)c(CC2(C)CSC2)c(CC2(C)CSC2)c1C	.	.	-7%[11.4 µM]	-5%[11.4 µM]
CCCn1c(Nc2ccc(Cl)cc2)nc2ccccc21	10	33	41%[activator]	-5%
O=C(Nn1c(Cc2cccs2)nc2ccccc2c1=O)c1cccs1	10	-4	-10%	-5%
COc1ccc(N2CC(C)Cn3c2nc2c3c(=O)n(Cc3ccccc3F)c(=O)n2C)c(OC)c1 (stereo not drawn)	-9	35	-11%	-10%
CNC(=O)CN(C)S(=O)(=O)c1ccc(F)cc1	-5	26	-2%	3%
CC(C)(C)c1onc(OCP(=O)(O)O)c1C[C@@H](N)C(=O)O	5	.	1%	3%
Cc1noc(NS(=O)(=O)c2ccc(NC(=O)CS(=O)(=O)c3ccccc3)cc2)c1C	-5	4	0%	0%
COc1cc(C(=O)Nc2nnc(-c3sccc3C)s2)cc(OC)c1OC	6	?	-3%	5%
